Assay outcomes deposited in PubChem by National Center for Advancing Translational Sciences (NCATS).
Mito fusion act: qHTS Assay for Small Molecule Inhibitors of Mitochondrial Division or Activators of Mitochondrial Fusion; AID 485298, 2010; 0.23% of 320,000 active; Potency, µM (highest dose often 46.1 µM), without a hit: top-dose growth rescue (activation), hits mostly activators; S. cerevisiae fusion-defective mutant growth rescue, CellTiterGlo 48 h;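 further: potency means the concentration at half of the fitted maximal effect; % of control where 0% means no effect; nearly all actives have a fitted effect of over 45% in size; temperature-sensitive fusion mutants such as fzo1-1 at 37 °C on non-fermentable ethanol glycerol medium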
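Temperature-sensitive fusion-defective S. cerevisiae (e.g. fzo1-1, mgm1-5) were grown with compound in YPEG medium (3% ethanol, 3% glycerol) for 48 hours at 37C. Growth rescue was measured as viability by CellTiterGlo luminescence after 10 minutes at ambient.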
RORgamma inh: qHTS for inhibitors of ROR gamma transcriptional activity. Nuclear receptor ROR-gamma (Mus musculus), P51450. 5.4% of 310,000 active. Drosophila S2 Gal4-RORgamma UAS-luciferase reporter, 20 h. Potency, µM (titrated, usually from 53.6 µM), for inactives: top-dose activity change, negative = inhibition, hits mostly inhibitors; further: potency means the concentration at half of the fitted maximal effect; on the % scale 0 is the no-effect control and ±100 the full control effect; nearly all actives have a fitted effect of over 60% in size
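Compounds are pin-transferred onto Drosophila Schneider cells expressing a copper-inducible Gal4–ROR gamma transactivation domain fusion. After 1 hr, copper sulfate is added to 700 uM final; luciferase is read 20 hr later.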
ELG1 repair inh: qHTS screen for small molecules that inhibit ELG1-dependent DNA repair in human embryonic kidney (HEK293T) cells expressing luciferase-tagged ELG1; 2.3% of 330,000 active; Potency, µM (titrated, usually from 46.1 µM), inactives show top-dose activity change, negative = inhibition, actives largely listed as inhibitors; HEK293T ELG1-luciferase reporter, luminescence, 16 h; DNA damage induced by 5-fluorouridine; further: potency means the concentration at half of the fitted maximal effect; on the % scale 0 is the no-effect control and ±100 the full control effect; nearly all actives have a fitted effect of over 55% in size
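Reporter activity after DNA damage by 5-fluorouridine is monitored. Compound-treated cells incubate 16 hr at 37 °C, then ONE-Glo is added for 30 min before luminescence reading.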
Menin MLL FP TR: qHTS Assay for Inhibitors Targeting the Menin-MLL Interaction in MLL Related Leukemias: Competition With Texas Red Labeled MLL-derived Mutant Peptide. O00255. Menin + Texas Red MLL mutant peptide, fluorescence polarization. Potency, µM (titrated, usually from 61.6 µM), for the others: at the highest dose FP activity change, negative = inhibition, hits mostly inhibitors. 0.23% of 270,000 active; active means well fitted inhibition curve with a large enough effect in the polarisation, with a control signal flat, not every such curve was filed as active; inconclusive means small, poorly fitted or top-dose-only effect, or effect the other way, or a change in a side signal; inactive means no such curve, though single readings can be large or run the other way; the % refers to the polarisation; further: potency means the concentration at half of the fitted maximal effect; % of control where 0% means no effect; many of its hits are not listed in these tables
Target sequence (O00255 whole entry, looked up): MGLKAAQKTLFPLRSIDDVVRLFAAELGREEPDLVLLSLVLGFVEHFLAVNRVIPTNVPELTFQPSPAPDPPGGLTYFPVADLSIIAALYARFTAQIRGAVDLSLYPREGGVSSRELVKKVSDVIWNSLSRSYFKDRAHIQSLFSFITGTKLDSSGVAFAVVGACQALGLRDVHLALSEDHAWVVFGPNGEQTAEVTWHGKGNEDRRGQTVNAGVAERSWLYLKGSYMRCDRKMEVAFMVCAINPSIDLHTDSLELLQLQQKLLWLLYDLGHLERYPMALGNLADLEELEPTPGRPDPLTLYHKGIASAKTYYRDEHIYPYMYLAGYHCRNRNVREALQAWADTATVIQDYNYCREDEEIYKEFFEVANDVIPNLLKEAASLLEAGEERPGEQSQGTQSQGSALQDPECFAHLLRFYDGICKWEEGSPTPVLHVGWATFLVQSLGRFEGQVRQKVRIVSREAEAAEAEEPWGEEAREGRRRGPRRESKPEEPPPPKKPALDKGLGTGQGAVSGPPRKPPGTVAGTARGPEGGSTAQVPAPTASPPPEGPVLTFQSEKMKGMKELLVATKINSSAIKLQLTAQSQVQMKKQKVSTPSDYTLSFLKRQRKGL
FLuc counter: qHTS profiling assay for firefly luciferase inhibitor/activator using purifed enzyme and Km concentrations of substrates (counterscreen for miR-21 project). 6.9% of 360,000 active. purified FLuc, Km substrates, luminescence inhibition. Potency, µM (doses to about 57.5 µM), without a hit: top-dose activity change, negative = inhibition, hits mostly inhibitors. AID 588342, 2011. Luciferin 4-monooxygenase (Photinus pyralis), P08659;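 further: potency means the concentration at half of the fitted maximal effect; plate controls were vehicle for no effect and reference inhibitor for full effect; nearly all actives have a fitted effect of over 55% in size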
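Purified P. pyralis luciferase, 10 nM final, with Km-level 10 uM D-luciferin and 10 uM ATP in 50 mM Tris acetate pH 7.5, 10 mM Mg acetate, 0.01% Tween-20, 0.05% BSA; 6-point qHTS titration about 60 µM downward; luminescence read.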
Rab9 prom act: qHTS Assay for Rab9 Promoter Activators | 2.8% of 320,000 active | AID 485297, 2010 | Potency, µM (titrated, usually from 9.22 µM), inactives show top-dose activation, negative = inhibition, hits mostly activators | Huh7 Rab9 promoter-luciferase reporter, luminescence, 24 h; further: potency means the concentration at half of the fitted maximal effect; % of control where 0% means no effect; nearly all actives have a fitted effect of over 60% in size
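Cells were plated at 1500 per well in reduced-serum medium with 10% FBS and left 2 h. Compound in DMSO was then added for 24 h at 37 °C. Reporter signal was read by luminescence after 10 min with luciferase detection reagent.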
MBNL1 CUG block: qHTS Assay for Inhibitors of MBNL1-poly(CUG) RNA binding | 0.036% of 280,000 active | Potency, µM (top dose mostly 57.5 µM), without a hit: at the top dose activity change, negative = inhibition, hits mostly inhibitors | TR-FRET MBNL1-His/biotin-(CUG)12 binding, 665/545 ratio | AID 2675, 2010; active means well fitted inhibition curve with a large enough effect in the signal ratio, with a control signal flat, not every such curve was filed as active; inconclusive means small, poorly fitted or top-dose-only effect, or effect the other way, or a change in a side signal; inactive means no such curve, though single readings can be large or run the other way; the % refers to the signal ratio; further: potency means the concentration at half of the fitted maximal effect; on the % scale 0 is the no-effect control and ±100 the full control effect
Target sequence (Q9NR56 whole entry, looked up): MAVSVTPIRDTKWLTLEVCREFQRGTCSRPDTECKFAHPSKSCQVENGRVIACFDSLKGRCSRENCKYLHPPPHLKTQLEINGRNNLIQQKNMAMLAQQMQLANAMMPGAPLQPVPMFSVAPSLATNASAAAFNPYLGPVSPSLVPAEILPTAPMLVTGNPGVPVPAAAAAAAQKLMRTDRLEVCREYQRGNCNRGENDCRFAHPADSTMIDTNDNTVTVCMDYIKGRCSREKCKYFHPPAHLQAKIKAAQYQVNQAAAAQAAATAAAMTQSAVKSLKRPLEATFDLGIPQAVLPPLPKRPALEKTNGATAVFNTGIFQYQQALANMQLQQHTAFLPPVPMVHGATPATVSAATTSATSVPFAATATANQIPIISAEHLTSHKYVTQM
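MBNL1-His + Biotin-(CUG)12, cpd titration 92 nM–58 uM; Tb anti-His Ab 0.055 ng/ul, SA-XL665 5 nM (final); 60 min RT; ratiometric 665/545 nm, Ex 340 nm; normalized to buffer and full-complex controls.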
Gal4-VP16 FLuc: VP16 counterscreen qHTS for inhibitors of ROR gamma transcriptional activity | 3.5% of 310,000 active | Drosophila S2 Gal4-VP16 UAS-luciferase, luminescence, 20 h | Potency, µM (doses to about 53.6 µM), without a hit: top-dose activity, negative = inhibition, hits mostly inhibitors | AID 2546, 2010;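 further: Gal4-VP16 expression switched on by copper sulfate through the metallothionein promoter; potency means the concentration at half of the fitted maximal effect; on the % scale 0 is the no-effect control and ±100 the full control effect; nearly all actives have a fitted effect of over 50% in size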
NPC1 prom act: qHTS Assay for NPC1 Promoter Activators; Huh7 NPC1 promoter luciferase reporter, 24 h; Potency, µM (highest dose often 9.22 µM), for inactives: top-dose activation, usual class: activators; 2.4% of 320,000 active;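 further: potency means the concentration at half of the fitted maximal effect; % of control where 0% means no effect; nearly all actives have a fitted effect of over 60% in size; reporter is driven by a mutant NPC1 promoter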
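Luminescence from an NPC1 promoter-driven luciferase reporter in stably transfected Huh7 cells was measured after 24 h compound treatment at 37 °C, followed by 10 min ambient incubation with luciferase detection reagent.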
PKM2 act: qHTS Assay for Activators of Human Muscle isoform 2 Pyruvate Kinase; Potency, µM (doses to about 57.5 µM), without a hit: at the highest dose activation, hits mostly activators; Pyruvate kinase PKM (Homo sapiens), P14618; 0.34% of 260,000 active; purified PKM2, Kinase-Glo ATP luminescence, activation; response scale: 0% is enzyme alone, no compound; further: potency means the concentration at half of the fitted maximal effect; on the % scale 0 is the no-effect control and ±100 the full control effect; nearly all actives have a fitted effect of over 55% in size
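Purified hPK-M2 (>95%) run at intermediate activity with 0.1 mM ADP and 0.5 mM PEP in 50 mM imidazole pH 7.2, KCl, MgCl2; 1 h room temperature. ATP formed read by Kinase-Glo luminescence; normalized to uninhibited and no-enzyme controls.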
KCNH2 3.1 block: qHTS for Inhibitors of KCHN2 3.1: Mutant qHTS; 0.95% of 340,000 active; Potassium voltage-gated channel subfamily H member 2, brain isoform KCNH2 3.1 (human); U2OS KCNH2 3.1, thallium flux FluxOr; stronger effect = lower value; activity change, % (tested at about 1.8 µM);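 active means maximum activity change below -70%; inconclusive means maximum activity change from -70% to -50%; inactive means maximum activity change above -50%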;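 further: thallium influx rate constant from kinetic fluorescence after stimulation buffer; on the % scale 0 is the no-effect control and ±100 the full control effect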
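We transduce U2OS cells with the mutant 3.1 virus, culture them overnight, load FluxOr with Red40 quencher for 45 min, then add stimulation buffer and read kinetically for 2 min to derive a normalized rate constant.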
An asterisk follows results filed as active; ? = inconclusive; · = not tested or not shown; [ ] = remark or other dose. Unless noted, the call rests on the fitted dose curve; in most records, active means well fitted curve in the direction sought with a large enough effect; inconclusive means small, poorly fitted or top-dose-only effect, or another doubt; inactive means no such curve, though single readings can be large; an effect the other way counts as inactive or inconclusive. Some of the compounds tested; rates above refer to the full screens.

SMILES | Mito fusion act | RORgamma inh | ELG1 repair inh | Menin MLL FP TR | FLuc counter | Rab9 prom act | MBNL1 CUG block | Gal4-VP16 FLuc | NPC1 prom act | PKM2 act | KCNH2 3.1 block
CCCOc1ccc(NC(=O)C2CC(=O)N(C(C)C)C2)cc1 (stereo unspecified) | 0% | 19% | 2% | 5% | -1% | 2% | 3% | 3% | 0% | 12% | -1
O=C(COC(=O)C1CCN(S(=O)(=O)c2ccc3c(c2)OCCO3)CC1)Nc1ccc(C(F)(F)F)cc1 | 3% | -16% | 22% | 12% | 1% | -1% | -17% | -2% | -1% | 9% | ?
O=C(CSc1nnc(-c2cccnc2)o1)Nc1ccccc1F | 0% | · | ? | · | -1% | 3.2µM* | · | · | 3.2µM* | · | -13
CCOc1ccc(N(CC(=O)NCc2ccccc2)S(C)(=O)=O)cc1 | -6% | 25% | ? | 4% | ? | 19% | -4% | 18% | 27% | -1% | 2
CC(C)(C)N(Cc1ccccc1)C(=O)COC(=O)c1ccc([N+](=O)[O-])o1 | 12% | · | 1% | · | 4% | -4% | · | · | 0% | · | -12
CN(C)CC1CCCCC1OC(=O)/C=C/c1ccccc1 (stereo unspecified) | -1% | -22% | -11% | · | 6% | -1% | -1% | 0% | 0% | 0% | 13
O=C(CN1CCN(c2ccc([N+](=O)[O-])cc2)CC1)Nc1nccs1 | 0% | -11% | -15% | -9% | 10% | 1% | ? | 2% | -2% | 0% | -6
CC(NC(=O)c1ccc(CS(C)(=O)=O)cc1)C1CC2CCC1C2 (stereo unspecified) | 9% | 1% | -3% | 5% | -1% | 0% | -3% | -1% | -1% | -1% | 1
COc1ccc(NC(=S)N/N=C/c2ccc(F)c(F)c2)cc1 | -21% | 3.2µM* | 23% | · | ? | 2% | 1% | 5µM* | 14% | 0% | -26
CCN(CC)C(=O)N(CC)Cc1ccccc1 | -2% | -2% | 8% | -16% | 3% | -2% | 2% | -6% | -5% | -4% | 14
O=C(c1ccncc1)N1CCN(S(=O)(=O)c2cccc([N+](=O)[O-])c2)CC1 | 0% | · | 27% | · | -1% | -1% | · | · | 0% | · | -5
CC(=O)N1c2ccc(S(=O)(=O)NCCC(=O)N3CCCC(C)C3)cc2CC1C (stereo unspecified) | 11µM* | 1% | 10% | -6% | -1% | 5% | 0% | -4% | -3% | · | -7
COc1ccccc1NC(=O)COc1ccc(/C=N/n2cnnc2)cc1OC | 5% | -8% | 1% | 2% | -1% | 0% | -5% | 0% | 5% | 15% | -15
CC(OC(=O)c1ccc(OCC2CCCO2)cc1)C(=O)N(C)Cc1ccccc1 (stereo unspecified) | 6% | · | 9% | · | -13% | -1% | · | · | 2% | · | -16
CNCCCNC(=O)c1ccc(/C=N/O)nc1 | ? | -1% | -1% | 5% | 0% | -2% | 5% | 4% | -1% | -7% | -4
O=C(Cn1cnc2c(nnn2Cc2ccccc2)c1=O)Nc1ccc2c(c1)OCCO2 | 2% | -21% | 3% | · | 4% | -1% | -1% | -21% | -2% | -2% | 2
Cc1ccc(NC(=O)C(C)OC(=O)c2n[nH]c3ccccc23)cc1 (stereo unspecified) | -3% | · | ? | · | -21% | 3% | · | · | 1% | · | 4
CCn1cc(C(=O)NCCc2ccccc2)c(=O)c2cc(F)c(N3CCN(C)CC3)cc21 | -10% | 8%[0.365 µM] | ? | -24% | 1% | -3% | -7% | · | -5% | 0% | -1
CCN(CC)S(=O)(=O)c1cccc(C(=O)N/N=C/c2ccccn2)c1 | 4% | 8.9µM* | -14% | -18% | ? | 1% | 10% | ? | -4% | ? | -16
Cc1ccc(NC(=O)CCNS(=O)(=O)c2ccc3c(c2)CCC(=O)N3)cc1 | -1% | 2% | 11% | 8% | -1% | -2% | -1% | 0% | 3% | · | -1
CC(C)CN1C(=O)NC2(CCCc3ccccc32)C1=O (stereo unspecified) | 0% | -1% | -23% | · | 0% | 0% | -5% | 3% | 3% | 7% | 14
N=C(N)SCc1cn(-c2ccccc2)nc1-c1ccc(Br)cc1 | -5% | 11µM* | 6% | -1% | -2% | -8% | 0% | ? | -6% | -2% | -25
CCOc1cc2nc3c4ccccc4n(C)c3nc2cc1OCC | 12% | 34% | -19% | 0% | -17% | 1% | ? | 3% | 7% | -20% | 0
COC(c1ccccc1)c1nnc(CCC(=O)N(C)CCCC2CCCC2)o1 (stereo unspecified) | 17% | ? | ? | ? | ? | 6% | 1% | ? | 2% | -5% | -21
Cc1ccc(C(C)C)c(OCC(=O)Nc2ccc(N3CCOCC3)cc2N2CCOCC2)c1 | 4% | · | 18µM* | · | 6% | -10% | · | · | -7% | · | -5
SMILES | Mito fusion act | RORgamma inh | ELG1 repair inh | Menin MLL FP TR | FLuc counter | Rab9 prom act | MBNL1 CUG block | Gal4-VP16 FLuc | NPC1 prom act | PKM2 act | KCNH2 3.1 block
Cc1cc(C(=O)N2CCCC(N3CCN(c4ccc(F)cc4)CC3)C2)no1 (stereo unspecified) | 1% | 13% | 7% | · | 2% | 3% | -9% | 0% | 0% | -14% | -9
CCN1C(=O)[C@H]2[C@@H](c3ccc(OC)cc3)N3C(=O)CN(Cc4ccccc4)C(=O)[C@@]3(C)[C@H]2C1=O | -1% | -3% | 6% | 4% | 0% | 5% | -1% | -10% | 0% | 0% | 11
CCN1CCN(CCNC(=O)c2cn(Cc3ccccc3F)nn2)CC1 | -4% | 15% | -1% | 1% | 2% | -2% | -10% | -12% | -7% | -7% | 11
Cc1ccc2nc(-c3cccnc3)cc(C(=O)Nc3ccccc3[N+](=O)[O-])c2c1 | 4% | -2% | -4% | ? | -2% | 0% | 10% | ? | 3% | -2% | 4
COc1ccccc1N(C)S(=O)(=O)c1ccc(C)c(C(=O)N2CCCCCC2)c1 | -2% | · | -19% | · | -1% | 0% | · | · | 6% | · | 3
CCCN1CCC(NC(=O)c2cccc(Oc3ccccc3)c2)CC1 | 1% | -12% | ? | · | 0% | 0% | -1% | 5% | -1% | -2% | ·
O=C(COC(=O)CCN=C1NS(=O)(=O)c2ccccc21)NNC(=O)c1ccccc1 | 1% | · | 3% | · | 11% | -1% | · | · | -3% | · | 13
Cn1cc(S(=O)(=O)N2CCCC2)cc1C(=O)NCc1ccccc1Cl | 0% | ? | -3% | -11% | -3% | 0% | -4% | 2% | 1% | -9% | -3
O=C(Nc1ccccc1N1CCOCC1)C1=NN(c2c(F)c(F)cc(F)c2F)C(=O)CC1 | 0% | · | ? | · | 4% | -6% | · | · | 0% | · | 8
O=S(=O)(Nc1ccc(O)c(CN2CCCCC2)c1)c1ccccc1 | 4% | 18% | -9% | -10% | 2% | 1% | -4% | -4% | 0% | 3% | 0
O=C1C=CC(=O)N1c1ccc(N2CCCCC2)cc1 | -9% | 5.6µM* | -6% | -9% | ? | -12% | -3% | 8.9µM* | -9% | 2% | 3
O=C(CCl)N1c2ccccc2CCc2ccccc21 | -2% | 11µM* | ? | -3% | -1% | -46%[inhibitor] | -5% | ? | -42%[inhibitor] | 2% | ·
CCc1ccc(NC(=O)CSc2nc3n[nH]c(C)c3c(=N)n2-c2cccc(OC)c2)cc1 | -5% | -2% | 10µM* | 8% | -1% | -6% | 63%[activator] | 3% | -7% | -7% | 6
COc1ccc(-c2nn(-c3ccccc3C)cc2CNCc2cccnc2)cc1F | -4% | -23% | -13% | -1% | 1% | 0% | 7% | 19% | -1% | -1% | 0
CN1N=C(c2ccc(F)c(F)c2)CSC1=NCc1ccccc1 | -1% | 10% | -20% | 5% | -18% | 1% | -2% | -4% | 1% | 4% | -4
